From PubChem BioAssay
b-catenin transl = beta-catenin nuclear translocation modulation | HeLa beta-catenin nuclear translocation, immunofluorescence imaging | nuclear translocation activity, % at 5 µM | actives 0.3% (n = 190,000);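 active means nuclear translocation activity above 50% at 5 µM, with a well cell count of 50 or more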;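 further: per-cell ratio of nuclear to cytoplasmic median beta-catenin stain intensity; plate controls were DMSO negative control for no effect and GSK-3 inhibitor IX positive control for full effect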
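test system = HeLa cells, endogenous beta-catenin | dosing = single 5 µM dose plus 0.02–20 µM confirmation series | times = compound treatment 24 h, 37°C, 5% CO2 | technique = beta-catenin immunofluorescence imaging with DAPI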
WT yeast gro inh = growth inhibition of WT yeast, mitochondrial fusion screen; inhibition, % at 10 µM; actives 2.1% (n = 190,000); mitochondrial fusion phenotypic screen, WT strain; AID 1362; in the data active means inhibition above about 58%; tested in S. cerevisiae
Ins promoter up = MIN6 insulin promoter up-regulation. MIN6 insulin promoter-GFP reporter, high-content imaging; active compounds read high. z-score at 5 µM. actives 0.3% (n = 190,000);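 active means z-score above 3 at 5 µM with at least 500 cells counted in the well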
HEK293 NOD2/NF-kB = NOD2 signaling inhibitors, cell-based, luminescence, uHTS, HEK293 (AID 1566) | HEK293 NOD2/NF-kB luciferase reporter, luminescence; higher % means a stronger effect | inhibition, % at 4 µM; hits with a dose series show EC50 in µM | actives 0.63% (n = 290,000); in the data active means inhibition above about 50%; further: many of its hits are not listed in these tables
MT stabilize HCS = stabilizes microtubules in HeLa cells. HeLa tubulin immunostaining HCS, 24 h; share of cells brighter than vehicle mean+2SD. % tubulin-high responders, % at 10 µM. actives 0.83% (n = 200,000). AID 2205;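 active means plate Z-score above 3 for both tubulin-high and condensed-nucleus cell shares, with cell loss under 80%, at 10 µM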;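 further: anti alpha tubulin signal scored within the nucleus-defined area of each cell; some results filed as inactive read as strong as hits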
Yfh1-off respiration = mitochondrial function rescue without frataxin homolog – Friedreich's ataxia, plus single-dose screen, dose response (AID 1465). one-dose fold induction at 50 µM; EC50 in µM for titrated hits. actives 0.074% (n = 220,000). S. cerevisiae Yfh1-off respiration, WST-1 reduction, 72 h; higher fold induction means a stronger effect;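 active means fold induction of absorbance versus untreated yeast above a set limit, then at least 30% activation at any dose in follow-up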;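 further: activators that raise dye reduction in frataxin-depleted yeast; strong numbers were not always called active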
Lipid droplet = hepatic lipid droplet formation modulation; AML12 mouse hepatocytes, oleate lipid droplets, BODIPY imaging; inhibition, % at 6.5 µM; actives 0.4% (n = 240,000);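 active means lipid droplet intensity inhibited by at least 50%, with more than 500 cells counted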
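Test system: AML12 mouse liver cells; schedule: overnight exposure; technique: high-content imaging of BODIPY-stained droplets and DAPI nuclei; read-out: % inhibition of corrected integrated BODIPY droplet signal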
Dynein cargo inh = blocks dynein driven cargo transport along microtubules. 3617.4 mouse cells, GR-EGFP nuclear translocation imaging; test concentration mostly 20 µM; stimulated with dexamethasone, 1 µM; active compounds read low. z-score, hits read low. actives 0.47% (n = 220,000);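 active means plate z-score of nuclear minus cytoplasmic receptor signal below a set negative limit, without overly bright fluorescence or cell loss, cut at about -3.5 in these data, passing the limit was not always enough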;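 further: z-score of nuclear minus cytoplasmic ring GR-EGFP intensity difference per well; some compounds called inactive have numbers as strong as hits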
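medium = tetracycline-free induction medium containing charcoal-stripped FBS | also added = 1.0 µM final dexamethasone stimulus | schedule = 48 h induction, 1 h compound, 30 min dex at 37 °C | technique = fixed, Hoechst-stained cells imaged at 10x for EGFP | measure = GR-EGFP nuclear translocation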
Autophagy HCS = autophagy modulation, high-content screen | calls only at 10 µM (by protocol) | MEF GFP-LC3 puncta imaging; test concentration mostly 10 µM | actives 0.98% (n = 190,000);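 active means percentage of spot-positive cells more than 3 SD above its plate mean, without a fluorescence outlier flag or 80% toxicity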;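 further: spot-positive cell cutoff set from DMSO-treated cells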
WT yeast gro inh mutant strain = recorded beside WT yeast gro inh, whose call it bears; inhibition, %; mitochondrial fusion phenotypic screen, mutant strain inhibition
Dynein cargo inh cytoplasmic EGFP = recorded beside Dynein cargo inh, whose call it bears; z-score; measured here: cytoplasmic GR-EGFP intensity; active compounds read high
Dynein cargo inh nuclear GR-EGFP = also measured in Dynein cargo inh; calls as there; z-score; measured here: nuclear GR-EGFP intensity;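 lower value marks the stronger effect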
Dynein cargo inh cell count = second read-out of Dynein cargo inh, no call of its own (marks repeat the call); z-score; measured here: cell count per field
Ins promoter up cell count = recorded beside Ins promoter up, whose call it bears; cell count; measured here: cytotoxicity, nuclei count;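 total cells summed across four imaged fields per well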
Lipid droplet cells 6.5 µM = recorded beside Lipid droplet, whose call it bears; cell count; measured here: cell count, cytotoxicity flag;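 cells counted across two imaged fields per well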
b-catenin transl cell count 5 µM = recorded beside b-catenin transl, whose call it bears; cell count; measured here: cell count, cytotoxicity flag
MT stabilize HCS Hoechst-high % = also measured in MT stabilize HCS; calls as there; % Hoechst-high responders; measured here: nuclear condensation Hoechst responders;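 share of cells brighter than vehicle mean plus two SD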
MT stabilize HCS cytotoxicity % = recorded beside MT stabilize HCS, whose call it bears; toxicity, %; measured here: cytotoxicity by cell density;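 0% = mean cell density of plate MIN control wells and 100% = no cells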
Autophagy HCS cell loss 18 h = second read-out of Autophagy HCS, no call of its own (marks repeat the call); toxicity, %; measured here: cell loss, nuclei count;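 cell loss after 18 h compound exposure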
Numbers without * were called inactive.

CC(C)c1ccc(NC(=O)C2CC(=O)N(C(C)C)C2)cc1 (stereo not drawn) was read as WT yeast gro inh 3, Ins promoter up -0.17, HEK293 NOD2/NF-kB -2%, MT stabilize HCS 9.6, Yfh1-off respiration inactive, Lipid droplet -2, Dynein cargo inh 1.2, Autophagy HCS inactive, WT yeast gro inh mutant strain 9, Dynein cargo inh cytoplasmic EGFP -0.044, Dynein cargo inh nuclear GR-EGFP 1.2, Dynein cargo inh cell count -1.8, Ins promoter up cell count 1323, Lipid droplet cells 6.5 µM 657, MT stabilize HCS Hoechst-high % 31, MT stabilize HCS cytotoxicity % 97 and Autophagy HCS cell loss 18 h 4.
Cc1ccc(C(=O)Nc2ccc(N3CCOCC3)nc2)cc1 was read as HEK293 NOD2/NF-kB -10%, MT stabilize HCS 1.9, Yfh1-off respiration inactive, Dynein cargo inh -0.19, Autophagy HCS inactive, Dynein cargo inh cytoplasmic EGFP -0.16, Dynein cargo inh nuclear GR-EGFP 0.21, Dynein cargo inh cell count -0.27, MT stabilize HCS Hoechst-high % 1.5, MT stabilize HCS cytotoxicity % 7.3 and Autophagy HCS cell loss 18 h 7.
Cc1ccc(N=C2NC(=O)c3cccc([N+](=O)[O-])c32)cc1 was read as b-catenin transl -0.4, WT yeast gro inh 14, Ins promoter up 2, HEK293 NOD2/NF-kB 0%, MT stabilize HCS 7.3, Yfh1-off respiration inactive, Lipid droplet 4, Dynein cargo inh 0.91, Autophagy HCS inactive, WT yeast gro inh mutant strain 0, Dynein cargo inh cytoplasmic EGFP -0.23, Dynein cargo inh nuclear GR-EGFP 0.54, Dynein cargo inh cell count -0.36, Ins promoter up cell count 1462, Lipid droplet cells 6.5 µM 650, b-catenin transl cell count 5 µM 999, MT stabilize HCS Hoechst-high % 2.0, MT stabilize HCS cytotoxicity % 1.3 and Autophagy HCS cell loss 18 h 11.
`COc1cc(C2c3c(n[nH]c3C)C(=O)N2c2ccc(C)cc2)ccc1O` (stereo not drawn) gave b-catenin transl -6.5, WT yeast gro inh 4, Ins promoter up -0.46, HEK293 NOD2/NF-kB -10%, MT stabilize HCS 4.2, Yfh1-off respiration inactive, Dynein cargo inh -0.83, Autophagy HCS inactive, WT yeast gro inh mutant strain 9, Dynein cargo inh cytoplasmic EGFP -0.19, Dynein cargo inh nuclear GR-EGFP -0.1, Dynein cargo inh cell count 0.011, Ins promoter up cell count 1578, b-catenin transl cell count 5 µM 892, MT stabilize HCS Hoechst-high % 2.4, MT stabilize HCS cytotoxicity % 1.8 and Autophagy HCS cell loss 18 h -57.
`Cc1cc([N+](=O)[O-])nn1CCCC(=O)Nc1ccc(Cl)cc1Cl` gave b-catenin transl -0.5, WT yeast gro inh -17, Ins promoter up -0.6, HEK293 NOD2/NF-kB 8%, MT stabilize HCS 2.0, Yfh1-off respiration inactive, Lipid droplet 0, Dynein cargo inh 0.5, Autophagy HCS inactive, WT yeast gro inh mutant strain -4, Dynein cargo inh cytoplasmic EGFP -0.35, Dynein cargo inh nuclear GR-EGFP 0.24, Dynein cargo inh cell count -0.73, Ins promoter up cell count 1266, Lipid droplet cells 6.5 µM 708, b-catenin transl cell count 5 µM 1138, MT stabilize HCS Hoechst-high % 2.7, MT stabilize HCS cytotoxicity % 4.2 and Autophagy HCS cell loss 18 h -1.
`CN1CCCN(C(=O)c2cc(=O)[nH]c3ccccc23)c2nc3ccccc3nc21` gave b-catenin transl -0.5, WT yeast gro inh 2, Ins promoter up 0.11, HEK293 NOD2/NF-kB -9%, MT stabilize HCS 2.1, Yfh1-off respiration inactive, Lipid droplet -1, Dynein cargo inh -0.55, Autophagy HCS inactive, WT yeast gro inh mutant strain -3, Dynein cargo inh cytoplasmic EGFP -0.24, Dynein cargo inh nuclear GR-EGFP -0.38, Dynein cargo inh cell count -0.43, Ins promoter up cell count 1400, Lipid droplet cells 6.5 µM 707, b-catenin transl cell count 5 µM 930, MT stabilize HCS Hoechst-high % 0.0, MT stabilize HCS cytotoxicity % 62 and Autophagy HCS cell loss 18 h -1.
CC(=O)c1cc(F)c(N2CCN(c3ccc([N+](=O)[O-])cc3F)CC2)cc1C was read as b-catenin transl -2.6, WT yeast gro inh -6, Ins promoter up 0.15, HEK293 NOD2/NF-kB 6%, MT stabilize HCS 3.5, Yfh1-off respiration inactive, Dynein cargo inh 0.3, Autophagy HCS inactive, WT yeast gro inh mutant strain 14, Dynein cargo inh cytoplasmic EGFP -0.42, Dynein cargo inh nuclear GR-EGFP -0.02, Dynein cargo inh cell count 0.37, Ins promoter up cell count 938, b-catenin transl cell count 5 µM 900, MT stabilize HCS Hoechst-high % 2.8, MT stabilize HCS cytotoxicity % 6.7 and Autophagy HCS cell loss 18 h 11.
`Cc1ccc(-c2cc(C(F)(F)F)c(C#N)c(SCC(=O)O)n2)cc1` gave b-catenin transl -1.2, WT yeast gro inh 10, Ins promoter up -0.36, HEK293 NOD2/NF-kB 12%, Yfh1-off respiration inactive, Lipid droplet 3, Dynein cargo inh 1.7, Autophagy HCS inactive, WT yeast gro inh mutant strain -9, Dynein cargo inh cytoplasmic EGFP -0.15, Dynein cargo inh nuclear GR-EGFP 1.2, Dynein cargo inh cell count -0.39, Ins promoter up cell count 1485, Lipid droplet cells 6.5 µM 712, b-catenin transl cell count 5 µM 1046 and Autophagy HCS cell loss 18 h 12.
Cc1[nH]c2ccccc2c1/C=N/NC(=O)CNC(=O)c1ccco1 was read as b-catenin transl 0.8, Ins promoter up 0.09, HEK293 NOD2/NF-kB -2%, Yfh1-off respiration inactive, Lipid droplet 1, Dynein cargo inh 1, Dynein cargo inh cytoplasmic EGFP -0.2, Dynein cargo inh nuclear GR-EGFP 0.95, Dynein cargo inh cell count -0.96, Ins promoter up cell count 1144, Lipid droplet cells 6.5 µM 744 and b-catenin transl cell count 5 µM 1368.
For Cc1ccccc1CS(=O)(=O)Cc1ccc(C(=O)NCCCN2CC(C)CC(C)C2)o1 (stereo not drawn) the results were b-catenin transl -0.1, WT yeast gro inh -8, Ins promoter up 0.41, HEK293 NOD2/NF-kB 6%, MT stabilize HCS 0.7, Yfh1-off respiration inactive, Lipid droplet 26, Dynein cargo inh -0.2, Autophagy HCS inactive, WT yeast gro inh mutant strain 4, Dynein cargo inh cytoplasmic EGFP -0.24, Dynein cargo inh nuclear GR-EGFP -0.12, Dynein cargo inh cell count 0.56, Ins promoter up cell count 1265, Lipid droplet cells 6.5 µM 761, b-catenin transl cell count 5 µM 1091, MT stabilize HCS Hoechst-high % 1.5, MT stabilize HCS cytotoxicity % 7.8 and Autophagy HCS cell loss 18 h 18.
For Cc1oc(/N=C/c2ccc(Cl)cc2Cl)c(C#N)c1C the results were b-catenin transl -6.8, WT yeast gro inh 21, Ins promoter up 0.46, HEK293 NOD2/NF-kB 2%, MT stabilize HCS 3.3, Yfh1-off respiration inactive, Dynein cargo inh -0.087, Autophagy HCS inactive, WT yeast gro inh mutant strain -8, Dynein cargo inh cytoplasmic EGFP -0.18, Dynein cargo inh nuclear GR-EGFP 0.17, Dynein cargo inh cell count 0.12, Ins promoter up cell count 964, b-catenin transl cell count 5 µM 979, MT stabilize HCS Hoechst-high % 1.8, MT stabilize HCS cytotoxicity % 3.8 and Autophagy HCS cell loss 18 h 12.
Screening COc1ccc(N2CC(O)=C(c3nc(-c4ccc(Cl)cc4)cs3)C2=N)cc1 returned b-catenin transl 7.5, WT yeast gro inh 4, Ins promoter up -0.02, HEK293 NOD2/NF-kB 14%, MT stabilize HCS 2.1, Yfh1-off respiration inactive, Lipid droplet -9, Dynein cargo inh 2.1, Autophagy HCS inactive, WT yeast gro inh mutant strain 9, Dynein cargo inh cytoplasmic EGFP -0.22, Dynein cargo inh nuclear GR-EGFP 1.1, Dynein cargo inh cell count -0.66, Ins promoter up cell count 1219, Lipid droplet cells 6.5 µM 725, b-catenin transl cell count 5 µM 1066, MT stabilize HCS Hoechst-high % 2.4, MT stabilize HCS cytotoxicity % 3.3 and Autophagy HCS cell loss 18 h 17.
For Cc1ccc(-c2nnc(SCC(=O)N3CCCC3)o2)cc1C the results were b-catenin transl -7.6, WT yeast gro inh -6, Ins promoter up -0.35, HEK293 NOD2/NF-kB -47%, MT stabilize HCS 3.5, Yfh1-off respiration inactive, Dynein cargo inh 1.5, Autophagy HCS inactive, WT yeast gro inh mutant strain 12, Dynein cargo inh cytoplasmic EGFP -0.23, Dynein cargo inh nuclear GR-EGFP 0.75, Dynein cargo inh cell count -0.04, Ins promoter up cell count 1519, b-catenin transl cell count 5 µM 1104, MT stabilize HCS Hoechst-high % 2.3, MT stabilize HCS cytotoxicity % 8.2 and Autophagy HCS cell loss 18 h 0.
For O=C1CC(c2ccc(S(=O)(=O)NCc3ccccc3)cc2)CN1 (stereo not drawn) the results were b-catenin transl -1.8, WT yeast gro inh -2, Ins promoter up 0.2, HEK293 NOD2/NF-kB -2%, MT stabilize HCS 2.8, Yfh1-off respiration inactive, Dynein cargo inh -1.3, Autophagy HCS inactive, WT yeast gro inh mutant strain 0, Dynein cargo inh cytoplasmic EGFP 0.044, Dynein cargo inh nuclear GR-EGFP -0.74, Dynein cargo inh cell count 0.66, Ins promoter up cell count 925, b-catenin transl cell count 5 µM 1058, MT stabilize HCS Hoechst-high % 3.1, MT stabilize HCS cytotoxicity % 7.4 and Autophagy HCS cell loss 18 h 14.

Not all compounds are listed; count on the stated rates, not on these rows.
